# Gli-Sufu antag = Gli-Sufu pathway antagonists, primary screen, luciferase luminescence, Sufu-KO-LIGHT cells, uHTS | Sufu-KO-LIGHT fibroblasts, Gli luciferase reporter luminescence | inhibition, % at 5 µM | hit rate 0.74% among 340,000 | AID 588413, 2011;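 active means inhibition above about 55%, limit read from the data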;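 further: 0% = DMSO-treated cells and 100% = wells with medium but no cells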
# 697 NFkB inh = inhibitors of PMA/ionomycin-induced NF-kB reporter, 697 cells, primary screen, B-cell NF-kB inhibitor project, cell-based, luminescence, uHTS. inhibition, % at 4 µM. hit rate 0.33% among 330,000. 697 B-cell NF-kB luciferase reporter, 16 h. AID 435022, 2010; in the data active means inhibition above about 35%
# EBI2 block = EBI2 receptor antagonists, beta-arrestin recruitment, primary screen, cell-based, luminescence, 7a,25-OHC stimulation, uHTS. 7a,25-OHC stimulated. inhibition, % at 5 µM. hit rate 0.81% among 360,000. AID 651636, 2012; in the data active means inhibition above about 38%;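 further: enzyme fragment complementation signal reports receptor beta-arrestin coupling in cells; 0% = agonist plus DMSO wells and 100% = wells without agonist; some results beyond the cut were filed as inactive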
# Target sequence (P32249 whole entry, looked up, the tested form may be a part): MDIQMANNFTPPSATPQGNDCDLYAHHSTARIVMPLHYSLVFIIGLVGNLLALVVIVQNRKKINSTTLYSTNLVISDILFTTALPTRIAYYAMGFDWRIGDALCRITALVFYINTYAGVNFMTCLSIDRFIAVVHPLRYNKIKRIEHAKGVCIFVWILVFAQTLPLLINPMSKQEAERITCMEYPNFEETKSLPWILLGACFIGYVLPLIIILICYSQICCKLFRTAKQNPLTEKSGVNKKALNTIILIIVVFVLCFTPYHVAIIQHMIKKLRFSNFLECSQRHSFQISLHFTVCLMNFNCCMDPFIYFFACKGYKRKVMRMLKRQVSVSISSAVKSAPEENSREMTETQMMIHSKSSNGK
# UBC13 polyUb = UBC13 polyubiquitin chain formation inhibitors, primary screen, biochemical, TR-FRET, uHTS. inhibition, % at 20 µM. hit rate 0.47% among 330,000; in the data active means inhibition above about 45%, passing the limit was not always enough
# Target sequence (P61088 whole entry, looked up): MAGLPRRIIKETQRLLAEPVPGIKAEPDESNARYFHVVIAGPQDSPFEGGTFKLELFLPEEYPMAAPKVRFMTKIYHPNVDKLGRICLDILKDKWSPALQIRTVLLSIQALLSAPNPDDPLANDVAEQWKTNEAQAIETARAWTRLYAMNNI
# APJ antagonist = antagonists of human apelin receptor APJ, primary screen, CHO-K1 cells, beta-arrestin complementation, luminescence; P35414; inhibition, % at 20 µM; hit rate 0.32% among 330,000; AID 2521, 2010;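 active means inhibition above about 40% at 20 µM, limit read from the data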;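 further: cells challenged with 10 nM apelin-13 agonist together with compound; plate controls were apelin-13 plus DMSO wells for no effect and DMSO wells lacking apelin-13 for full effect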
# CCR6 antagonist = CCR6 receptor antagonists, primary screen, cell-based, CHO-K1, luminescence, beta-arrestin, uHTS. hit rate 0.49% among 340,000. CHO-K1 CCR6 PathHunter beta-arrestin, CCL20-stimulated. inhibition, % at 20 µM;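 active means compounds whose inhibition of the agonist-driven luminescence signal at 20 µM reaches about 50%, limit read from the data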;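 further: cells stimulated with CCL20 at 14 nM final; plate controls were DMSO with CCL20 for no effect and DMSO without agonist for full effect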
# Target sequence (P51684 whole entry, looked up): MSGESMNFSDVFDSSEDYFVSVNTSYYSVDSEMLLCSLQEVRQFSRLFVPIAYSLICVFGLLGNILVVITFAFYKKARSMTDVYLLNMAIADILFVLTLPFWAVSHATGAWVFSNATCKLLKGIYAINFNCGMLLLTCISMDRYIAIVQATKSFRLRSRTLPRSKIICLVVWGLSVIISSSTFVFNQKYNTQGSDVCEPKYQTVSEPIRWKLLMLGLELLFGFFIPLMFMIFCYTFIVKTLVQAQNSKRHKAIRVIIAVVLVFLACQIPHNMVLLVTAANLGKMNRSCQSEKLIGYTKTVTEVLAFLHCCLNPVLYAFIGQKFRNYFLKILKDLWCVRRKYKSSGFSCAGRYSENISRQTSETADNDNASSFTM
# CXCR6 inh = CXCR6 receptor inhibitors, primary screen, cell-based, beta-arrestin, luminescence, CHO-K1 PathHunter, 1536-well. inhibition, % at 20 µM. hit rate 0.36% among 360,000; in the data active means inhibition above about 34%, passing the limit was not always enough;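 further: antagonist mode with CXCL16 agonist at 10 nM final; 0% = 10 nM CXCL16 with DMSO and 100% = unstimulated wells without agonist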
# Jurkat NFkB inh = inhibitors of induced NF-kB luciferase reporter, primary screen, TCR NF-kB activation inhibitor project, cell-based, luminescence, uHTS. inhibition, % at 4 µM. Jurkat, PMA/ionomycin-induced NF-kB luciferase reporter. hit rate 0.53% among 330,000; in the data active means inhibition above about 50%
# Starred values were filed as active, the others as inactive; x = no result given. Compounds as they come; any-hit rate near 3%.
SMILES,Gli-Sufu antag,697 NFkB inh,EBI2 block,UBC13 polyUb,APJ antagonist,CCR6 antagonist,CXCR6 inh,Jurkat NFkB inh
CC(C)(C)OC(=O)C[C@@H]1C/C=C\C[C@@H](CC(=O)N(CCO)Cc2ccccc2)C(=O)N2CCC[C@@H]2COC1=O,-1,0,-4,2,8,4,3,5
CCN1CCN(CC(=O)Nc2ccc(N(C)C)cc2)CC1,4,0,-5,-3,11,1,1,13
CCCCn1c(-c2ccc(Cl)c(Cl)c2)nc2cc3[nH]c(=O)c(C(C)C)nc3cc21,-1,-43,6,-22,-2,5,-2,-17
COc1ccc(-c2nnc(N(C)C(=O)c3ccno3)s2)cc1,11,-57,6,14,-4,11,0,-81
CC(C)CCOC(=O)C[N+](C)(C)CCOC1CC2CCC1(C)C2(C)C (stereo not drawn),77*,2,-2,38,5,2,5,-1
CC(C)(C)OC(=O)N1CC(O)CC1C(=O)OCC(=O)c1ccc(-c2ccccc2)cc1 (stereo not drawn),5,8,4,6,1,-6,-10,-3
COc1ccc(OC)c(C(=O)NC2CC(C)(C)Cc3c2cnn3-c2ccccc2)c1 (stereo not drawn),28,-162,8,-8,-5,22,2,-7
Cc1ccc2cc(C(c3nnnn3C3CCCC3)N3CCN(c4ccccc4)CC3)c(=O)[nH]c2c1 (stereo not drawn),-4,-5,-2,-5,-7,17,6,-16
Cc1ccc(CN2CC(C(=O)Nc3cc(C)ccn3)CC2=O)cc1 (stereo not drawn),-18,-59,15,0,21,-3,10,-90
CCN(C(=O)COC(=O)c1c(C)nsc1NC)c1ccccc1,x,-12,13,-15,11,8,-5,10
Cc1ccc(Cl)c(NC(=O)CN2CCN(C=O)CC2)c1,x,0,x,-6,-2,x,x,3
O=C(CCN1C(=O)S/C(=C\c2cccs2)C1=O)NC1=NCCS1,-2,5,0,-2,-17,-2,-3,-13
Cc1ccc(C(=O)CSc2nc3ccccc3o2)cc1,-4,5,-7,8,8,2,2,-6
O=S(=O)(c1ccccc1)c1cnn(-c2ccccc2)c1-c1ccc(F)cc1,4,7,18,8,12,24,14,14
O=C(NNS(=O)(=O)c1ccc(F)cc1)C1CCCCC1,-20,10,10,-1,-1,-9,10,-5
O=C(O)CN1C(=O)SC(Nc2ccccc2C(=O)O)C1=O (stereo not drawn),-21,23,-13,3,17,17,1,-14
Cc1ccc(S(=O)(=O)NC(=O)c2cc(C)n(CCCn3ccnc3)c2C)cc1,28,-4,0,8,11,3,-6,-13
Cc1ccc(C2=[N+]([O-])C(C)N(O)C2(C)C)o1 (stereo not drawn),9,10,-5,-5,-27,10,-9,-11
CSc1cccc(NC(=O)CC(C)n2ccnc2)c1 (stereo not drawn),4,4,-9,5,10,2,5,-6
Cc1ccc2nc(-c3ccc(Br)o3)oc(=O)c2c1,-2,20,-8,12,-6,10,8,-2
CCN(C[C@H]1N[C@@](CC)(C(=O)OC)[C@H]2C(=O)N(C)C(=O)[C@@H]12)C(=O)C1CCCCC1,4,5,0,-12,4,-2,2,-4
COc1ccc(C2/C(=C(/O)c3ccc(C)cc3)C(=O)C(=O)N2C)cc1 (stereo not drawn),-1,18,5,-8,12,-10,-13,7
COC(=O)COc1ccc(S(=O)(=O)N2CCN(c3ccc(F)cc3)CC2)cc1,1,4,-7,4,-5,6,-6,-5
COc1ccc(C(CNC(=O)c2ccccc2SC)N(C)C)cc1 (stereo not drawn),-5,12,-4,13,6,7,2,8
CC1(C)NC(=O)N(CN2C(=O)NC(C)(C)C2=O)C1=O,0,3,-1,-14,7,-8,-2,-9

# Three compounds already listed, ordered by their value in Jurkat NFkB inh, largest number first.
SMILES	Jurkat NFkB inh
O=S(=O)(c1ccccc1)c1cnn(-c2ccccc2)c1-c1ccc(F)cc1	14
Cc1ccc(S(=O)(=O)NC(=O)c2cc(C)n(CCCn3ccnc3)c2C)cc1	-13
Cc1ccc2cc(C(c3nnnn3C3CCCC3)N3CCN(c4ccccc4)CC3)c(=O)[nH]c2c1 (stereo not drawn)	-16

# Shown with values under each structure: part of the list above.
# Order of values – Gli-Sufu antag, 697 NFkB inh, EBI2 block, UBC13 polyUb, APJ antagonist, CCR6 antagonist, CXCR6 inh, Jurkat NFkB inh
> CC(C)(C)OC(=O)C[C@@H]1C/C=C\C[C@@H](CC(=O)N(CCO)Cc2ccccc2)C(=O)N2CCC[C@@H]2COC1=O
 : -1, 0, -4, 2, 8, 4, 3, 5
> CCN1CCN(CC(=O)Nc2ccc(N(C)C)cc2)CC1
 : 4, 0, -5, -3, 11, 1, 1, 13
> CCCCn1c(-c2ccc(Cl)c(Cl)c2)nc2cc3[nH]c(=O)c(C(C)C)nc3cc21
 : -1, -43, 6, -22, -2, 5, -2, -17
> COc1ccc(-c2nnc(N(C)C(=O)c3ccno3)s2)cc1
 : 11, -57, 6, 14, -4, 11, 0, -81
> CC(C)CCOC(=O)C[N+](C)(C)CCOC1CC2CCC1(C)C2(C)C (stereo not drawn)
 : 77*, 2, -2, 38, 5, 2, 5, -1
> CC(C)(C)OC(=O)N1CC(O)CC1C(=O)OCC(=O)c1ccc(-c2ccccc2)cc1 (stereo not drawn)
 : 5, 8, 4, 6, 1, -6, -10, -3
> COc1ccc(OC)c(C(=O)NC2CC(C)(C)Cc3c2cnn3-c2ccccc2)c1 (stereo not drawn)
 : 28, -162, 8, -8, -5, 22, 2, -7
> Cc1ccc2cc(C(c3nnnn3C3CCCC3)N3CCN(c4ccccc4)CC3)c(=O)[nH]c2c1 (stereo not drawn)
 : -4, -5, -2, -5, -7, 17, 6, -16
> Cc1ccc(CN2CC(C(=O)Nc3cc(C)ccn3)CC2=O)cc1 (stereo not drawn)
 : -18, -59, 15, 0, 21, -3, 10, -90
> CCN(C(=O)COC(=O)c1c(C)nsc1NC)c1ccccc1
 : x, -12, 13, -15, 11, 8, -5, 10
> Cc1ccc(Cl)c(NC(=O)CN2CCN(C=O)CC2)c1
 : x, 0, x, -6, -2, x, x, 3
> O=C(CCN1C(=O)S/C(=C\c2cccs2)C1=O)NC1=NCCS1
 : -2, 5, 0, -2, -17, -2, -3, -13
> Cc1ccc(C(=O)CSc2nc3ccccc3o2)cc1
 : -4, 5, -7, 8, 8, 2, 2, -6
> O=S(=O)(c1ccccc1)c1cnn(-c2ccccc2)c1-c1ccc(F)cc1
 : 4, 7, 18, 8, 12, 24, 14, 14
> O=C(NNS(=O)(=O)c1ccc(F)cc1)C1CCCCC1
 : -20, 10, 10, -1, -1, -9, 10, -5
> O=C(O)CN1C(=O)SC(Nc2ccccc2C(=O)O)C1=O (stereo not drawn)
 : -21, 23, -13, 3, 17, 17, 1, -14

# Carrying on:
SMILES,Gli-Sufu antag,697 NFkB inh,EBI2 block,UBC13 polyUb,APJ antagonist,CCR6 antagonist,CXCR6 inh,Jurkat NFkB inh
COc1ccccc1N1CCN(C(=O)c2oc3cc(C)cc(C)c3c2C)CC1,9,2,19,-3,-4,-1,-1,-1
CCCCCCOc1ccc(OC(=O)c2cccnc2)cc1,28,-204,4,9,-6,-3,-6,9
COc1ccc(CCN2C(=O)CC(NNc3ccc([N+](=O)[O-])cc3)C2=O)cc1OC (stereo not drawn),-4,26,-4,-10,13,31,21,-1
CC(CC(=O)NNC(=O)c1cccc(Cl)c1)c1ccccc1 (stereo not drawn),-2,-6,5,-3,-14,-3,-11,-4
CCC(C)C(=O)Nc1nc(-c2ccc3c(c2)NC(=O)CO3)cs1 (stereo not drawn),-6,20,7,8,6,-13,-6,0
COc1ccc(NC(=O)CC2SC3=NCCN3C2=O)cc1 (stereo not drawn),-3,15,-3,5,12,12,0,19
Cc1cc(NC(=O)CCC(=O)N(c2ccc(F)cc2)C2(C(=O)NC3CCCCC3)CCCC2)no1,-7,6,-4,3,3,2,-5,-14
Nc1ccccc1NC(=O)CCn1c(=S)[nH]c2ccccc2c1=O,-9,-1,-20,8,16,14,-4,0
CCN(CC)CCCNC(=O)C1CCC(CNS(=O)(=O)c2c(C)cc(C)cc2C)CC1 (stereo not drawn),10,0,-6,6,-2,6,-15,-34
CCN(CC)S(=O)(=O)c1cccc2nsnc12,-1,2,-2,3,5,10,-2,4
CCOc1ccc(NC(=O)c2ccc3c(c2)OCCO3)cc1S(=O)(=O)N(CC)CC,-21,12,-7,8,6,3,3,-13
COc1ccc(/C=N/n2cnc3c([nH]c4ccc(F)cc43)c2=O)cc1CSc1ccccn1,-3,11,2,-16,-1,8,-2,4
COc1ccccc1-c1nnc(SC(C(=O)c2c[nH]c3ccccc23)c2ccccc2)n1C (stereo not drawn),-4,-8,4,2,5,8,-2,9
COc1cc(C2C(C#N)=C(N)Oc3cc(C)n(CCc4ccccc4)c(=O)c32)cc2c1OCO2 (stereo not drawn),4,4,4,1,3,30,3,5
CCCc1cc(=O)[nH]c(SCC(=O)CSc2nc(CCC)cc(=O)[nH]2)n1,0,1,-2,-9,5,3,-3,10
COc1ccc(-n2c(SCC(=O)Nc3sc4c(c3C#N)CCCC4)nnc2-c2ccccc2OC)cc1,-2,3,-1,-4,19,14,2,-11
CCN(Cc1ccncc1)C(=O)c1cccc(S(=O)(=O)N2CCCCC2)c1,95*,1,-5,-4,14,1,5,7
CC(=O)N1c2ccccc2C(=O)C1N(C)c1ccc(C)cc1 (stereo not drawn),-9,-44,-13,-7,-3,24,15,46
CCOC(=O)CSc1nc2c(c(=O)[nH]1)C(C)(CC)Cc1ccccc1-2 (stereo not drawn),11,-50,-8,3,12,-8,-7,-2
CSCc1nnc(NC(=O)c2ccc(S(=O)(=O)N3CCCCC3C)cc2)o1 (stereo not drawn),-4,0,-10,0,3,3,10,4
N=C1C(c2nc3ccccc3[nH]2)=C(O)CN1c1ccccc1,-31,-46,-2,4,38,38,11,8
CCOC(=O)N1CCN(C(=O)c2cc(-n3cnnc3)ccc2Cl)CC1,-1,3,-3,-10,10,-1,2,-9
Cc1nc2c([nH]1)C1(CCN(Cc3ccccc3)CC1)C(C#N)=C(N)O2,8,-31,4,-9,10,6,5,-6
COc1cc(OC)c2ccc(=O)oc2c1C(CCN1CCCCC1)c1ccc(N(C)C)cc1 (stereo not drawn),17,-12,3,13,7,3,3,-13
O=C1C=C(NCc2ccc(Cl)cc2)CCC1,-6,13,-7,-4,-9,7,-9,2
Cc1cc(N2CCN(C3CCCC3)CC2)n2c(nc3ccccc32)c1C#N,20,10,-19,2,-13,15,5,5
COc1ccc(C(CNC(=O)COc2cc(C)ccc2Cl)N2CCCCC2)cc1 (stereo not drawn),24,1,12,1,13,13,12,4
COc1cccc(CN(C)CC(=O)Nc2cccc(S(=O)(=O)N(C)c3ccccc3)c2)c1OC,12,x,0,x,x,23,-10,x

# Screening results from PubChem BioAssay.
